GlmU inhibition – inhibition of mycobacterial GlmU enzyme – biochemical, glucosamine-1-phosphate acetyltransferase (AID 1376); M. tuberculosis GlmU acetyltransferase enzyme assay; higher % means a stronger effect; inhibition, %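 (tested at 30 µM in the primary screen)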, or IC50 in µM where a hit was titrated; actives 0.25% (n = 220,000); in the data active = inhibition above about 13%; inconclusive = no clear call, values can overlap the other calls;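 also: 0% = complete reaction with vehicle and 100% = reaction without substrate; strong numbers were not always called active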
RmlCD inh 1536 – blocks M. tuberculosis RmlC and RmlD coupled enzymes; P9WH09+P9WH11; RmlC+RmlD coupled enzyme assay, percent inhibition; primary screen in compound mixtures; inhibition, % at 3.6 µM; actives 0.03% (n = 160,000); AID 1533; in the data active = inhibition mostly above about 34%, no sharp cut-off; inconclusive = no clear call, values can overlap the other calls; inactive = mostly below about 22%; also: some results filed as inactive read as strong as hits
Target sequence (P9WH09 whole entry, looked up): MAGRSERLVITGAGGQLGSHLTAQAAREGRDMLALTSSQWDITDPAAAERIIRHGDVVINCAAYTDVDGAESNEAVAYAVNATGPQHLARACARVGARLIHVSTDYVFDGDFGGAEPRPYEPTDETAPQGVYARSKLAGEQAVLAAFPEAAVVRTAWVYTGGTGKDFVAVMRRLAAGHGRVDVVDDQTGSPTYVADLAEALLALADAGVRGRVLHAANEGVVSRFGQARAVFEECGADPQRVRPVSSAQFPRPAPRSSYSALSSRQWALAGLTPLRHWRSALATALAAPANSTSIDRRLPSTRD
Target sequence (P9WH11 whole entry, looked up): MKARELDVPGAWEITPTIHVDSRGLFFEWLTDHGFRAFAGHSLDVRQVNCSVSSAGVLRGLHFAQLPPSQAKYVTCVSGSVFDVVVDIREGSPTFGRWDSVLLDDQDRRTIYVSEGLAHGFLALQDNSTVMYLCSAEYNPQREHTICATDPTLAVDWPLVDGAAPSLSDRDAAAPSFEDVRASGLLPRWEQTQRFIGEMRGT
Numbers without * were called inactive; ? = inconclusive; · = not tested or not shown; & = joins results of further samples. A portion of the library, so the mix of outcomes need not match the whole.

Results follow in this order: GlmU inhibition, RmlCD inh 1536
> COc1cc(C#N)ccc1OCC(=O)Nc1ccc(C)c(S(=O)(=O)N2CCOCC2)c1
→ -0.2%, 25
> O=C(N/N=C/c1ccco1)c1ccc(NC(=O)c2ccccc2Cl)cc1
→ -1.5%, 1
> Cc1cc(NC(=O)C2CC(c3cccc(Br)c3)=NO2)no1 (stereo unspecified)
→ 2.8%, ·
> COc1ccc(-c2nnc(SCC3CCCO3)n2C)cc1 (stereo unspecified)
→ -6.9%, 3
> CCOC(=O)C1=NN(c2ccccc2)C(c2ccccc2)CC1=O (stereo unspecified)
→ 22%, ·
> CCCc1nc2oc3c(NCCOCCO)ncnc3c2c2c1COC(C)(C)C2
→ -0.3%, 10
> C=CCn1c(-c2cccc(OC)c2)n[nH]c1=S
→ 10%, 1
> CC(C)C(NS(=O)(=O)c1cccs1)C(=O)N1CCc2ccccc2C1 (stereo unspecified)
→ -3.8%, ·
> CC(=O)CCc1ccc2oc(C(=O)O)c(C)c2c1
→ 1.4%, 17
> O=C(COCC(=O)N/N=C/c1ccccc1F)N/N=C/c1ccccc1F
→ -2.8%, 5
> CCN(CC)S(=O)(=O)N1CCC(C(=O)NCC2COc3ccccc3O2)CC1 (stereo unspecified)
→ -0.3%, -10
> Cc1ccc(CSCc2ccc(C(=O)NCC3CCCO3)o2)cc1 (stereo unspecified)
→ 2.1%, 1
> Cc1nn(C)cc1CN1CCC(CO)(CCOc2ccccc2)CC1
→ -1.5%, 14
> O=C(Nc1ccc(N2CCN(Cc3ccccc3Cl)CC2)cc1)c1cccnc1
→ 3.6%, 4
> C/C(=N/NC(=O)c1cccs1)c1ccc(NC(=O)COc2ccc(Cl)cc2Cl)cc1
→ 5.2%, ·
> Cc1cccc(N(C(=O)Cn2nnc3ccccc32)C(C(=O)NC(C)(C)C)c2ccsc2)c1C (stereo unspecified)
→ 2.7%, -4
> Cc1cc(NC(=O)/C=C/c2ccc(Br)cc2)no1
→ 1.4%, ·
> Cc1nc2ccccc2n1CCCOc1ccccc1
→ -0.2%, ·
> O=C(CC1C(=O)NCCN1CC1CCCCC1)NCCc1ccc(F)cc1 (stereo unspecified)
→ -12%, 2
> CCOP(=O)(OCC)C(Nc1cccc(C(F)(F)F)c1)c1ccc(F)cc1 (stereo unspecified)
→ 1.4%, -10
> CCn1c(SCC(=O)O)nnc1C1CCCCC1
→ 5.2%, ·
> Fc1cccc(-c2cc3nc4c(c(NCc5ccco5)n3n2)CCCC4)c1
→ 4.8%, 0
> Nc1nc(C23CC4CC(CC(Cl)(C4)C2)C3)cs1
→ -1.5%, ·
> Cn1c(C(=O)NCC2CCCO2)cc2c(=O)n(C)c3ccccc3c21 (stereo unspecified)
→ 0.8%, -6
> COC(=O)CN1C(=S)N(Cc2ccccc2)C(=O)C1CC(=O)Nc1ccc(Br)cc1 (stereo unspecified)
→ -2.1%, 10
> Cc1nc2ccccc2c(=O)n1NC(=O)Cc1ccc([N+](=O)[O-])cc1
→ -0.2%, ·
> O=C(N/N=C\c1cc(Br)ccc1O)c1ccc(S(=O)(=O)N2CCCCC2)cc1
→ 5.2%, 6
> COc1ccc(N2C(=O)c3ccccc3NC2c2cccnc2)cc1 (stereo unspecified)
→ -4.2%, -2
> CCOc1ccc(NC(=O)NC(=O)N(C)S(=O)(=O)c2ccc(C)cc2)cc1
→ -5.0%, 4
> CCOC(=O)C1CCCN(C(=O)c2c(-c3ccccc3Cl)noc2C)C1 (stereo unspecified)
→ -3.7%, ·
> Cc1ccc(S(=O)(=O)Nc2nccs2)cc1[N+](=O)[O-]
→ -3.6%, 2
> Cc1ccc(S(=O)(=O)Cc2ccc(C(=O)N3CCCC3)o2)cc1
→ -0.6%, 7
> O=C(CO/N=C/c1ccccc1O)NNC(=O)c1ccccc1Cl
→ -0.4%, ·
> NC1=NC(=O)C(Cc2cccc(Cl)c2Cl)S1 (stereo unspecified)
→ -6.2%, 3
> COc1cccc(C(=O)NC2=NCCS2)c1
→ -5.6%, 4
> COc1ccc(CCNC(=O)C2CCN(S(=O)(=O)c3ccc(OC)c(OC)c3)CC2)cc1
→ 6.1%, 2
> Cc1cc(C)n(-c2nc(SCC(=O)O)c3c4c(sc3n2)COC(C)(C)C4)n1
→ 3.2%, -14
> N#Cc1sc2nc3c(c(-c4cccnc4)c2c1N)CCC3
→ 4.2%, ·
> COc1ccc(CCN2CC(O)=C(c3nc4ccccc4c(=O)[nH]3)C2=N)cc1OC
→ -1.6%, -8
> COc1ccc(C(=O)N/N=C/c2ccc(OC(=O)c3cccc4ccccc34)c([N+](=O)[O-])c2)cc1
→ -0.3%, 1
> COc1ccc2c(c1)CCC1C2=NN(/C(C)=C\C(C)=O)C1c1ccc(F)cc1 (stereo unspecified)
→ -1.9%, -11
> CCS(=O)(=O)N1CCCC(C(=O)NCCCN2CCCC2=O)C1 (stereo unspecified)
→ -2.4%, 24
> COC(=O)CCC(=O)Nc1cccc(Br)c1
→ 7.3%, ·
> CC1(C)CC(=O)C(Sc2ccccc2[N+](=O)[O-])=C(O)C1
→ 1.1%, 14
> CCOC(=O)C(Cc1ccccc1)c1ccnc2ncnn12 (stereo unspecified)
→ 0.8%, 18
> N#Cc1c(/N=C/N2CCCC2)oc(-c2ccccc2)c1-c1ccccc1
→ 1.0%, -1
> CCCC(=O)Nc1nc2ccc(NC(=O)c3c(F)c(F)c(OC)c(F)c3F)cc2s1
→ 0.8%, -4
> Cn1c(=O)[nH]c(=O)c2c1nc(Br)n2CCCc1ccccc1
→ ·, -4
> O=C(CSc1nnc(-c2ccccc2)n1Cc1ccccc1)N1CCCC1
→ -0.4%, 5
> CCC(=O)Nc1cccc(NC(=O)c2ccc(C)cc2Cl)c1
→ -5.6%, -4
> Cc1ccc(S(=O)(=O)Cn2nnnc2C(C(C)C)N2CCN(Cc3ccco3)CC2)cc1 (stereo unspecified)
→ -3.3%, 38
> O=C(Nc1cccc(-c2ccc3nncn3n2)c1)c1ccco1
→ 2.9%, -11
> CSc1ccc(CN(C)CC(=O)Nc2cccc(Br)c2)cc1
→ -1.4%, -3
> CN1CCN(c2ccc(CNS(=O)(=O)c3ccsc3)cc2)CC1
→ 0.5%, 26
> CCn1cc(C(=O)OCC(=O)N2C(C)CCCC2C)c(=O)c2ccc(C)nc21 (stereo unspecified)
→ 2.5%, -1
> CC(Sc1ccc2c(c1)OCCO2)C(=O)Nc1ncc(Cl)cc1Cl (stereo unspecified)
→ -3.8%, 7
> COc1cccc(N(CC(=O)Nc2cccc(N(C)S(C)(=O)=O)c2)S(C)(=O)=O)c1
→ 3.9%, ·
> O=C(CN1CCN(CCN2C(=O)c3cccc4cccc(c34)C2=O)CC1)c1ccc(F)cc1
→ -1.9%, 12
> CC1CN(CCc2ccccc2)CC(C)O1 (stereo unspecified)
→ 2.3%, -16
> CO/N=C/c1cccn1-c1nccc(N(C)C)c1C#N
→ -3.5%, 1

(listing goes on)
Results follow in this order: GlmU inhibition, RmlCD inh 1536
> COc1ccc(OC)c(NC(=O)CCN2CCCCC2)c1
→ -4.6%, ?
> CN(C)C(=O)CSc1nc(-c2ccccc2)c(-c2ccccc2)o1
→ -6.8%, -7
> O=C(NCCCN1CCc2ccccc2C1)C1CCN(c2nnc(-n3cccc3)s2)CC1
→ -4.7%, 17
> COc1ccc(CCNC(=O)c2nnc(Cc3ccc(Cl)cc3)o2)cc1OC
→ -4.1%, -7
> Cc1ccc(N(C(=O)c2nsc(Cl)c2Cl)C(C(=O)NC2CCCC2)c2ccc(O)cc2)cc1C (stereo unspecified)
→ 2.1%, ·
> O=S(=O)(c1ccc(Cl)cc1)N1CCC(N2CCOCC2)CC1
→ 1.1%, -2
> COC(=O)CCN(C1CCCCC1)S(=O)(=O)c1ccc(S(=O)(=O)N2CCCCC2)cc1
→ 0.2%, -10
> Cc1noc(C)c1NC(=O)N1CCN(Cc2ccccc2)CC1
→ -4.2%, ?
> COc1cc(-c2nc3ccccn3c2/N=C/c2ccccc2)ccc1O
→ -2.8%, ·
> CCc1ccc(C2CC(c3ccccc3C)n3nc(N)nc3N2)cc1 (stereo unspecified)
→ 1.1%, ·
> N#CC[n+]1cc(-c2ccc(Cl)cc2)n2c1CCC2
→ -1.6%, ·
> Cn1c(=O)c2cc(S(=O)(=O)NC(C(=O)N3CCCCCC3)c3ccccc3)ccc2n(C)c1=O (stereo unspecified)
→ -3.4%, ·
> CNC(=O)[C@@]1(Cc2ccccc2)C=C[C@@H](C)N1C(=O)OC
→ 0.0%, ·
> COc1ccc(-c2nc3c(-c4ccc(F)cc4)cnn3cc2C)cc1F
→ 0.6%, ·
> COC(=O)c1ccc(N(C(=O)c2ccco2)C(C(=O)NC2CCCC2)c2ccco2)cc1 (stereo unspecified)
→ 0.3%, ·
> COc1ccccc1NC(=O)Cn1cnc2c(cnn2-c2ccc(C)c(C)c2)c1=O
→ ·, 7
> CC1=C(Sc2ccccn2)C(=O)NC(C)(C)C1
→ 2.1%, 4
> COC(=O)C1=C(c2cccc(OC)c2OC)C[C@@H]2CC[C@H]1N2C(=O)NC1CCCCC1
→ -4.7%, ·
> CC(=C/c1ccc(C(C)C)cc1)/C=N/NC(=O)Cn1nc(C)cc1C
→ 5.6%, -12
> CC12C=CC3(O1)C(C(=O)N(c1ccccc1)C3C(=O)NC1CCCC1)C2C(N)=O (stereo unspecified)
→ 3.9%, -7
> Cc1ccc(OCCCC(=O)N2CCOCC2)c(C)c1
→ 2.7%, -8
> NS(=O)(=O)c1ccc(NC(=O)Nc2cccc(Cl)c2)cc1
→ -4.0%, -10
> Cc1cc(=O)n2[nH]c(SCc3ccc(Cl)cc3)nc2n1
→ 3.2%, 3
> CCOC(=O)C1(CC2CCCCO2)CCN(C(=O)Nc2ccc(SC)cc2)CC1 (stereo unspecified)
→ -4.0%, 0
> CCCCN(CCCC)C(=O)c1nsnc1-c1ccccc1O
→ -3.6%, ·
> O=C(NC(=S)N1CCN(c2ccc([N+](=O)[O-])cc2)CC1)c1ccc(F)cc1
→ 0.4%, 24
> CSCc1cc(N(C)C)nc(SCc2ccc(Cl)c(Cl)c2)n1
→ 1.7%, -7
> O=C(NCc1ccccc1)C1CCCN1S(=O)(=O)c1cccc2cccnc12 (stereo unspecified)
→ 5.5%&1.0%, ·
> COc1cc2c3nnc(-c4ccc(F)cc4)c-3cn(Cc3cccc(F)c3)c2cc1OC
→ -8.2%, 7
> CCOC(=O)CN1C2=NCCN2c2ccccc21
→ 0.4%, 3
> O=C(CCl)Nc1ccccc1C(=O)Nc1ccc2c(c1)OCO2
→ ·, 12
> CCN(CC)S(=O)(=O)c1cccc(NC(=O)c2ccc(-n3nc(C)cc3C)cc2)c1
→ 2.0%, 3
> Cn1c(SCc2ccccc2[N+](=O)[O-])nnc1-c1cccnc1
→ 0.7%, -7
> CN(C)/C=C(\C(=O)c1ccc(Cl)cc1)c1nnnn1-c1ccc(Cl)cc1
→ 0.2%, ·
> O=C(NCCCn1ccnc1)/C(=C\c1cccs1)NC(=O)c1ccco1
→ -0.1%, 4
> COc1ccc(S(=O)(=O)NC(CC(=O)N2CCC3(CC2)OCCO3)C(C)C)cc1 (stereo unspecified)
→ 1.7%, ·
> C[C@]12CC[C@@H]3c4ccc(O)cc4CC[C@H]3[C@@H]1C[C@@H](O)[C@@H]2O
→ -2.4%, ·
> C=C1CC[C@@]2(O)[C@H]3Cc4ccc(O)c5c4[C@@]2(CCN3CC2CC2)[C@H]1O5
→ -9.6%, ·
> Cc1ncc(C(=O)O)c(C(=O)O)c1N
→ 1.7%, ·
> O=C(CSc1ncccc1-c1nc2ccccc2[nH]1)NCc1ccco1
→ 0.5%, 9
> COc1ccccc1/C(O)=C(\C#N)c1nc2ccccc2[nH]1
→ 3.2%, 2
> CC1Cc2ccccc2N1C(=O)CSc1ccccc1 (stereo unspecified)
→ -3.4%, 7
> COc1ccc(S(=O)(=O)N2CCCCCC2)cc1Br
→ 0.3%, 6
> Cc1cc(C)c(C#N)c(SCc2c(F)cccc2[N+](=O)[O-])n1
→ -6.5%, ·
> COC(=O)CCC(=O)OC1(C)C(=O)C=C2C=C(C3CC3)OC=C2C1=O (stereo unspecified)
→ 1.6%, ·
> COc1cc(C(=O)Nc2ccc(Br)cc2C(=O)c2ccccc2Cl)cc(OC)c1OC
→ 0.3%, ·
> COc1ccccc1NC(=S)NNC(=O)c1nn(C)c(C)c1Br
→ 8.2%, 3
> CCCc1cc(=O)oc2cc(C)cc(OCC(=O)O)c12
→ 2.7%, 10
> COc1cc(O)c(C(CC(=O)N2CCN(c3ccccc3)CC2)c2cc(OC)c(OC)c(OC)c2)c(OC)c1 (stereo unspecified)
→ -1.4%, ·
> CCOc1ccc(NC(=O)CC2C(=O)N(c3cccc(OC)c3)C(=O)N2CCOC)cc1 (stereo unspecified)
→ 3.9%, 8
> COC(=O)[C@H](Cc1ccccc1)NC(=O)O[C@H]1C(=O)c2ccc(OC)cc2O[C@@H]1c1ccc2c(c1)OCO2
→ -1.9%, ·
> OCCNCc1ccc(OCc2ccc(Cl)cc2Cl)cc1
→ -13%, 43
